# Bioassay records (PubChem)
# Sm TGR inh = qHTS Assay for the Inhibitors of Schistosoma Mansoni Peroxiredoxins; Potency, µM (titrated, usually from 114 µM), for the others: at the top dose activity change, negative = inhibition, most hits filed as inhibitors; 360,000 compounds, 3% hits; AID 485364, 2010; Schistosoma mansoni thioredoxin glutathione reductase (TGR), Q962Y6; purified TGR, DTNB reduction, TNB absorbance 405 nm; note: potency is the fitted concentration of half-maximal effect; % is set by controls: 0 for no effect and ±100 for the full control effect; nearly all actives have a fitted effect of over 60% in size
#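 First, TGR (20 nM dispensed) and NADPH were mixed with compound. Second, a 15 min room-temperature incubation followed. Third, further NADPH and then DTNB were added to start the reaction. Finally, TNB absorbance was monitored kinetically.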
# Pf growth 48h = Primary qHTS for delayed death inhibitors of the malarial parasite plastid, 48 hour incubation; Potency, µM (series often up to 28.7 µM), for the others: at the highest dose activity change, negative = inhibition, usual class: inhibitors; 310,000 compounds, 5.9% hits; P. falciparum luciferase growth in erythrocytes, 48 h; AID 504832, 2011; note: potency is the fitted concentration of half-maximal effect; % is set by controls: 0 for no effect and ±100 for the full control effect
#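 Cell-based growth assay: transgenic P. falciparum expressing firefly luciferase, cultured in red cells within RPMI 1640 containing 0.5% w/v Albumax, 24 mM bicarbonate and gentamycin. A drop in luciferase activity indicates inhibition.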
# Pf growth 96h = Primary qHTS for delayed death inhibitors of the malarial parasite plastid, 96 hour incubation; P. falciparum luciferase reporter growth, 96 h; Potency, µM (top dose mostly 28.7 µM), without a hit: at the highest dose activity change, negative = inhibition, hits mostly inhibitors; 320,000 compounds, 6.9% hits; note: potency is the fitted concentration of half-maximal effect; % is set by controls: 0 for no effect and ±100 for the full control effect
#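 P. falciparum expressing integrated firefly luciferase grown in erythrocytes (2% hematocrit, 0.05% parasitemia final) with compounds for 96 hours at 37 C, 5% CO2. Growth inhibition read as loss of luminescence after adding luciferase detection reagent.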
# Cycloheximide cs = Cycloheximide Counterscreen for Small Molecule Inhibitors of Shiga Toxin | cell reporter, cycloheximide protein synthesis inhibition counterscreen | max response, % | 300,000 compounds, 12% hits; in the data active = max response mostly above about 13%, no sharp cut-off; inactive = mostly below about 14%; note: read at 38.3 µM for the half of the compounds with a filed dose; 0% is about no effect
# FBPA Giardia inh = qHTS Assay for Inhibitors of Fructose-1,6-bisphosphate Aldolase from Giardia Lamblia; 290,000 compounds, 0.71% hits; Potency, µM (top dose mostly 59.6 µM), inactives show at the highest dose activity, negative = inhibition, most hits filed as inhibitors; A8B2U2; purified Giardia FBPA; note: potency is the fitted concentration of half-maximal effect; % is set by controls: 0 for no effect and ±100 for the full control effect; nearly all actives have a fitted effect of over 55% in size
# Target sequence (A8B2U2 whole entry, looked up): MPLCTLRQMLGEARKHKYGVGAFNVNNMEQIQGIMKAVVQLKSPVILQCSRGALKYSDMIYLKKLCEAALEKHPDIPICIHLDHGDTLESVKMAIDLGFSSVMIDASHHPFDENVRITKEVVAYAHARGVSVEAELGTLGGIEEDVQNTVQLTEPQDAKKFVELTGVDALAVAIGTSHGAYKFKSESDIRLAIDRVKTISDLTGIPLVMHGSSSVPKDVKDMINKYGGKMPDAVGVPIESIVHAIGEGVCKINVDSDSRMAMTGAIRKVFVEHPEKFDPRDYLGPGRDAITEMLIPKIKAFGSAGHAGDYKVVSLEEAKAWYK
#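 Giardia FBPA (40 nM reagent) was preincubated 10 min at RT with compound (up to 57.5 uM final), then substrate plus GAPDH/TPI/NAD/arsenate coupling system with diaphorase/resazurin was added; resorufin fluorescence (525/598 nm) was read after 20 min.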
# Shiga inhibitor = A qHTS for Small Molecule Inhibitors of Shiga Toxin; Vero cells, Shiga toxin protein synthesis inhibition reporter; 290,000 compounds, 9.2% hits; AID 2315, 2010; inhibition, % at 38.7 µM; in the data active = inhibition mostly above about 28%, no sharp cut-off; inactive = mostly below about 43%; note: 0% is about no effect
# Numbers without * were called inactive; u = inconclusive; x = not tested or not shown; & = joins results of further samples; [ ] = another dose, or the depositor's remark. Unless noted, calls come from the whole dose curve; as a rule, active = well fitted curve in the direction sought with a large enough effect; inconclusive = small, poorly fitted or top-dose-only effect, or another doubt; inactive = no such curve, though single readings can be large; an effect the other way counts as inactive or inconclusive.
SMILES,Sm TGR inh,Pf growth 48h,Pf growth 96h,Cycloheximide cs,FBPA Giardia inh,Shiga inhibitor
O=C(CCc1ccccc1)NNC(=S)Nc1ccc(F)cc1,4%,4%,u,-5,7%,-22
Cc1nn(C)c(Cl)c1CN1CCC(n2nccc2NC(=O)C2CCCC2)CC1,1%,-6%,30%[activator],-1,x,-4
Cc1ccc(-n2c(=O)c3ccc(C(=O)NCc4ccco4)cc3n(Cc3ccccc3C#N)c2=O)cc1,-15%&9%,u,u,-1,11%,-4
Cc1cc(NC(=O)CSCC(=O)OC(C)C(=O)N(C)Cc2ccccc2)no1 (stereo not drawn),4%,3%,46%[activator],x,x,x
Cc1ccc(-c2nn(-c3ccccc3)cc2C(=O)NCC(c2cccs2)N2CCOCC2)cc1 (stereo not drawn),-5%,u,u,x,x,x
CC1(C)Cc2c(sc3[nH]c(=S)n(Cc4ccccc4)c(=O)c23)CO1,-9%,15%,x,9,u,-21
CCCN1C(=O)c2ccc(C(=O)NCc3ccco3)cc2C1=O,32µM*,16%,-20%,0,2%,-9
CSc1nnc(C)c(=O)n1COC(=O)COc1ccc(F)cc1,8%,44%[activator],-18%,11,-5%,21
Oc1ccc(C23CC4CC(CC(C4)C2)C3)cc1O,1.8µM*,5.2µM*,7.4µM*,4,-6%,4
COCCCNC(=S)Nc1ccc(N2CCCCC2)cc1,-18%,7%,40%[activator],13,-2%,84*
CCCC(=O)N1CCN(C2=NS(=O)(=O)c3ccccc32)CC1,0%,3%,-10%,-2,11%,-12
CC(C)c1cc(CN2CCN(CCC#N)CC2)cc(C(C)C)c1O,22µM*,2.3µM*,u,-2,3%,-18
O=[N+]([O-])c1cccc(C2=NCCS2)c1,-2%,34%[activator],-7%,8,-7%,9
Cc1ccsc1/C=c1\sc2ncnn2c1=O,-9%,11%,11%,-1,1%,-12
CC(SCc1ccccc1)C(=O)Nc1ccc2c(c1)OCO2 (stereo not drawn),-7%,x,5%,37*,-1%,44
Cc1cccn2c(CN[C@@H]3CCCC[C@H]3c3ccccc3)c(C(=O)N3CCOCC3)nc12,x,u,-28%,-2,-2%,10
CCOC(=O)C1CCN(C(=O)c2cccc(NS(=O)(=O)c3ccc(F)c(F)c3)c2)CC1,-3%,u,u,-4,0%,-11
Fc1ccccc1OCCSc1nc2ccccc2o1,1%,64%[activator],22%,26*,-1%,110*
CC1Cc2nc(SCC(N)=O)n(C)c(=O)c2S1 (stereo not drawn),2%,0%,55%[activator],-5,-4%,-17
CCCNC(=O)c1ccc(S(N)(=O)=O)cc1,3%,13%,0%,-3,2%,-6
COc1cccc(NC(=O)COC(=O)c2c(-c3ccccc3)noc2C)c1,6%,-8%,-3%,-3,-1%,-10
CCCCCc1ccc(OCCCC[n+]2cccc(C)c2)c(CCCCC)c1,2%,-9%,-19%,-3,-3%,-9
Nc1nnc(SCC(=O)NC2CCCCC2)n1-c1ccccc1,11%,14%,8.3µM*,8,-4%,-7
COc1ccc(NC(=S)NCc2cccnc2)cc1,-24%,2%,72%[activator],-5,-2%,-24
CC(C)Oc1ccc(C2CC(=O)NC2=O)cc1 (stereo not drawn),-20%,24%,4.1µM*,12,4%,-11
COc1ccc(C(=O)NCc2ccc(-c3nc4ccccc4s3)cc2)cc1OC,6%,88%[activator],x,35,0%,123
CCOC(=O)N1CCN(C(=O)CSc2ccc(-c3ccccc3OC)nn2)CC1,90%[activator],u,4.7µM*,9,4%,-3
O=[N+]([O-])c1cc(F)c(N2CCCCC2)cc1Br,-1%,126%[activator],66%[activator],-2,6%,1
O=C(CSc1nnc(-c2ccncc2)s1)Nc1ccc(Cl)c(C(=O)O)c1,1%,4%,-8%,-6,u,-7
Cc1ccc(C(=O)NC(=S)NCc2cccnc2)cc1C,50µM*,u,9.3µM*,13,8%,14
Cn1nnc2cc(C(=O)N3CCSCC3)ccc21,-6%,3%,x,-1,4%,-7
O=C(Nc1cccc(Cl)c1)OCc1cn(-c2ccc(Cl)cc2)nn1,5%,u,5%,14,2%,-10
O=C(Nc1ccc(F)cc1F)c1csc(-c2ccccc2)n1,-7%,26%,43%[activator],24*,1%,70*
Cc1nnc(SCCOC(N)=O)n1C,5%,-5%,u,17,-8%,-3
CCCc1cc(=O)oc2cc(OC(C)C(=O)NCCCn3ccnc3)ccc12 (stereo not drawn),2%,2%,-3%,-7,-10%,-8
CCCCc1nc2cc(C(=O)NCc3nccn3CC)ccc2o1,2%,35%[activator],-20%,50*,-28%,37*
COc1ccc(CN2CCC(=O)N([C@H](CO)Cc3ccccc3)CC2)cc1,-27%,10%,58%[activator],2,4%,-2
COc1ccc(-c2[nH]n(-c3ccc([N+](=O)[O-])cc3)c(=O)c2C=NCC2CCCO2)cc1 (stereo not drawn),0%,u,u,1,-5%,-10
O=C(Cc1csc(N2CCOCC2)n1)N/N=C/c1ccc(O)c(O)c1O,u,1%,1%,9,7.9µM*,-13
CN(Cc1ccc(Cl)cc1)C(=O)CCl,1.8µM*,u,u,2,-6%,4
COCc1[nH]nc2c1C(c1c(F)cccc1Cl)C(C#N)=C(N)O2 (stereo not drawn),-15%,-10%,-17%,4,u,-18
O=C(NCCCN1CCCC1=O)c1ccc2c(c1)NC(=O)C(N1CCOCC1)S2 (stereo not drawn),0%,-4%,0.93µM*,-3,5%,-9
COc1ccc(NC(=O)Cn2c(C)cc(=O)c3ccccc32)cc1,0%,-20%,u,-6,0%,-16
COCCCNC(=O)C12CCC(C)(C(=O)C1)C2(C)C (stereo not drawn),u,12%,x,-2,3%,-9
Cc1nc2ccccn2c1C(=O)NCCCN1CCOCC1,u,2%,x,-4,3%,-1

# Arranged by count of non-hydrogen atoms (rising): some entries from above.
SMILES,Sm TGR inh,Pf growth 48h,Pf growth 96h,Cycloheximide cs,FBPA Giardia inh,Shiga inhibitor
COCCCNC(=O)C12CCC(C)(C(=O)C1)C2(C)C (stereo not drawn),u,12%,x,-2,3%,-9
COCc1[nH]nc2c1C(c1c(F)cccc1Cl)C(C#N)=C(N)O2 (stereo not drawn),-15%,-10%,-17%,4,u,-18
CCCCc1nc2cc(C(=O)NCc3nccn3CC)ccc2o1,2%,35%[activator],-20%,50*,-28%,37*
COc1ccc(CN2CCC(=O)N([C@H](CO)Cc3ccccc3)CC2)cc1,-27%,10%,58%[activator],2,4%,-2
COc1ccc(-c2[nH]n(-c3ccc([N+](=O)[O-])cc3)c(=O)c2C=NCC2CCCO2)cc1 (stereo not drawn),0%,u,u,1,-5%,-10

# Remaining list, next part.
SMILES,Sm TGR inh,Pf growth 48h,Pf growth 96h,Cycloheximide cs,FBPA Giardia inh,Shiga inhibitor
CCOC(=O)c1nn(-c2ccc(F)cc2)c2nc(-c3ccccc3)c(C#N)c(=O)n12,11%,u,u,-1,8%,-18
Cc1c(O)ccc(NC(=O)/C=C/c2ccccc2)c1C,5%,13%,u,12,-2%,48*
COc1cccc(C(=O)Nc2ccc(C)cc2)c1,-13%,133%[activator],u,30*,-18%,88*
O=C(COc1ccc2ccccc2c1)NC1=NCCS1,1%,166%[activator],x,43*,-3%,107*
O/C=c1\ccc2cccc3nc(C(F)(F)F)nc1c23,3.2µM*,-2%,32%,6,u,-9
COc1ccc(N2C(=O)N3[C@H](c4ccc(Cl)cc4)[C@@H]4C(=O)N(C5CCCCC5)C(=O)[C@@H]4[C@]3(C)C2=O)cc1,-13%,u,2.3µM*,-3,-3%,17
Cn1nnnc1SCC(=O)Nc1ccc(Oc2ccccc2)cc1,-1%,u,0%,8.9*,-1%,22
COc1ccc(-c2cc(C)no2)cc1S(=O)(=O)Nc1ccc(NC(C)=O)cc1,-16%,7%,-29%,-9,x,-3
O=C(Nc1nnc(SCc2ccc(Cl)cc2Cl)s1)C1COc2ccccc2O1 (stereo not drawn),-12%,-1%,5%,-3,20%,-4
COC(C(=O)NNS(=O)(=O)c1ccc([N+](=O)[O-])cc1)c1ccccc1 (stereo not drawn),-5%,2%,-6%,-3,x,26
COc1ccc(CN(C(=O)c2ccco2)C2CCS(=O)(=O)C2)cc1 (stereo not drawn),9%,24%,-86%,0,2%,-11
Cc1ccc(Sc2cc(C(=O)c3ccccc3C(=O)O)ccc2[N+](=O)[O-])cc1,-7%,x,-12%,-5,22%,1
CC1C/C(=N\NC(=O)c2ccc([N+](=O)[O-])cc2)CC(C)(C)C1 (stereo not drawn),1%,-9%,41%[activator],7,-13%,16
O=C(CCN1C(=O)c2ccccc2C1=O)C1=NN[C@@H]2C(=O)N(c3ccc4c(c3)OCO4)C(=O)[C@H]12,25µM*,36%[activator],5%,11,-5%,19
O=C(O)/C(=C/c1ccco1)c1ccccc1,-30%,-8%,46%[activator],1,-2%,4
C=CCn1c(SCC(=O)N(C)c2c(N)n(Cc3ccccc3)c(=O)[nH]c2=O)nnc1-c1ccccc1OC,u,-5%,12%,-4,-3%,-14
COc1ccc(/C=N/Nc2nc(Nc3ccccc3)nc(N3CCCC3)n2)cc1[N+](=O)[O-],-1%,2.1µM*,-6%,-1,0%,-17
Cc1ccc(-n2c(SCC(=O)NNC(=S)Nc3ccccc3)nc3ccccc3c2=O)cc1,-3%,-7%,4%,3,4%,-3
CCSc1ccccc1C(=O)NCc1cccnc1,0%,13%,13%,11,1%,-8
CN(C)S(=O)(=O)c1cc(NC(=O)COC(=O)Cc2cccc3ccccc23)ccc1Cl,-3%,-8%,-26%,-1,-5%,-17
Cc1cc(=O)oc2cc(OC(C)C(=O)N3CCOCC3)ccc12 (stereo not drawn),-6%,x,-6%,10,-3%,-4
Cc1sc(NC(=O)CSc2nc(N)n(CC(=O)c3ccccc3)n2)c(C#N)c1C,0%,3%,0%,2,2%,-2
CCOC(=O)c1c(NCc2ccccc2)n[nH]c1C,0%,18%,5%,-1,-6%,25
Cc1ccc2nc(-c3cccnc3)c(Nc3ccccc3C)n2c1,5%&8%,u,-4%,-6,-7%,-14
Cc1nc2ccccc2c(=O)n1-c1ccncc1,9%,27%,17%,1,1%,-6
O=C(O)C(Cc1c[nH]c2ccccc12)N1CCS(=O)(=O)CC1 (stereo not drawn),-22%,0%,7%,-3,-13%,-9
O=c1c2cn[nH]c2nc(SCc2c(F)cccc2F)n1-c1ccc(Cl)cc1,4%&0%,-19%,0%,-2,4%,-16
Cn1c(N)c(C(=O)COC(=O)CC(NC(N)=O)c2ccc(Cl)cc2)c(=O)n(C)c1=O (stereo not drawn),-1%,3%,0%,x,x,x
O=C(Cn1ncc2c3ccccc3n(Cc3ccccc3F)c2c1=O)NCC1CCCO1 (stereo not drawn),-7%,-14%,32%[activator],-8,x,-6
O=C(O)c1cccc(S(=O)(=O)N2CCOCC2)c1,1%,-4%,-19%,-6,3%,-8
CC(C)c1nc(-c2ccccc2)c(-c2ccccc2)[nH]1,-8%,x,-44%,1,1%,-7
COC(=O)CN1C(=O)C(O)(CC(=O)c2ccc(Cl)cc2)c2ccccc21 (stereo not drawn),u,-11%,79%[activator],-3,3%,-10
O=C(CSc1ccc2nnc(-c3ccccc3)n2n1)N1CCCc2ccccc21,-12%,13µM*,-22%,-3,6%,-22
CCc1ccc(N/C(SCc2cccc(F)c2)=C(/C#N)C(=O)NCc2ccco2)cc1,-17%,u,51%[activator],21*,-10%,29
COCCCn1c(=S)[nH]c2ncccc2c1=O,-27%,13%,u,-2,-20%,-5
